# From PubChem
# Polio RdRp inh: inhibitors of poliovirus RNA polymerase binding and polymerization | 0.66% of 150,000 active | P03300 | % elongation, % (compound at 16.7 µg/mL) | poliovirus polymerase elongation, fluorescence polarization; stronger effect = lower value | AID 588519; in the data active = % elongation below about 90%; also: some results filed as inactive read as strong as hits
# Target sequence (P03300 1749-2209 limits assumed): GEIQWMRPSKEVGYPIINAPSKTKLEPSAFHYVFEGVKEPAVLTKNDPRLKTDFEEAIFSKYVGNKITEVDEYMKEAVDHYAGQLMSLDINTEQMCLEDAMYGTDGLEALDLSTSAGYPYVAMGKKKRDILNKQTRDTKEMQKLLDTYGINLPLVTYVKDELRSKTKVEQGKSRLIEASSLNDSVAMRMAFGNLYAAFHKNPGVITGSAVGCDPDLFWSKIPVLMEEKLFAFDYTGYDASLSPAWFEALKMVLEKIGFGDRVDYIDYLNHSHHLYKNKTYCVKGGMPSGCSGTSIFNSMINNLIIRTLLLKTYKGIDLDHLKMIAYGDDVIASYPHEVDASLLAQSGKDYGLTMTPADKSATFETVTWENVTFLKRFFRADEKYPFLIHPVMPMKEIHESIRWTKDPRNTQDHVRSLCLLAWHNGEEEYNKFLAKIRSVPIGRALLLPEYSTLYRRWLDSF
# Polio RdRp inh FP z-score: further read-out of Polio RdRp inh, marked with its call; z-score; measured here: FP z-score; hits read low
# An asterisk follows results filed as active. Some of the compounds tested; count on the stated rates, not on these rows.
structure,Polio RdRp inh,Polio RdRp inh FP z-score
O=C(O)c1cc(S(=O)(=O)NCCN2CCOCC2)ccc1O,95,-1.6
O=C(NCc1cccc(CNC(=O)NCc2ccco2)c1)NCc1ccco1,109,1.1
Cc1nc(N2CCCC2)c2c(C(=O)N3CCN(c4cccc(Cl)c4)CC3)c(C)oc2n1,102,-0.8
N#CC(C(=O)c1cccc(C(F)(F)F)c1)=C1SCCCCS1,102,-0.7
CCC(=O)Nc1ccc(C(=O)Nc2c[nH]c(=O)[nH]c2=O)cc1,101,-0.2
CCOC(=S)SCc1cn2ccccc2n1,103,0.7
O=C(NCc1ccc2c(c1)OCO2)C1CC(=O)N(C2CCCCC2)C1 (stereo unspecified),102,0.7
O=C(OCCOc1cccc(Cl)c1)C1CCN(S(=O)(=O)c2cccs2)CC1,104,0.2
NC(=O)c1cccc(N=Cc2ccc3ccccc3c2)c1,105,0.2
CN(C)S(=O)(=O)c1cccc(COC(=O)/C(=C/c2cccs2)c2cccs2)c1,102,-0.1
Cc1cc(=O)c2cc(N)ccc2[nH]1,102,-0.1
CC(CCc1ccccc1)NC(=O)C(C)N1CCNC(=O)C1 (stereo unspecified),103,0
Cc1ccc(S(=O)(=O)N2CCC(O)CC2C)cc1 (stereo unspecified),96,-1.7
Cc1cc(C)cc(NC(=O)C(NS(=O)(=O)c2cccc3nsnc23)c2ccccc2)c1 (stereo unspecified),103,-0.1
CC(C)CCNC(=O)c1c2c(nc3ccccc13)C(=O)N(C1CCCCC1)C2,107,0.2
CCc1ccc(NC(=O)CC2C(=O)N(c3cccc(OC)c3)C(=O)N2Cc2ccco2)cc1 (stereo unspecified),110,0.5
NNC(=O)CC1=NNC(=O)C1,108,0.8
COc1cccc2c1OC1(CCCCC1)N1N=C(c3ccco3)CC21 (stereo unspecified),100,-0.9
CCOc1ccc(NC(=O)C(CC)n2nc(C)c3c(C)n(-c4ccccc4)nc3c2=O)cc1 (stereo unspecified),99,-2
CC(=O)N1CCc2cc(S(=O)(=O)NC(Cc3ccccc3)C(=O)NCc3ccc(C)cc3)ccc21 (stereo unspecified),103,-0.1
COc1ccccc1NC(=S)NC(c1ccccc1)c1ccccc1,102,0
CCc1ccc(-n2c(=O)c3sc4ccccc4c3n(Cc3cccc(F)c3)c2=O)cc1,107,1
Cc1cccn2c(=O)cc(COc3ccc(NC(=O)C(C)Oc4ccccc4)cc3)nc12 (stereo unspecified),108,0.5
c1cnc2c(OCc3nc4ccccc4[nH]3)cccc2c1,101,-0.1
COc1ccc(CC(=O)N2CCc3ccccc3C2)cc1,103,0.4
Cc1c(Cl)cccc1-n1ncc(C(=O)NC2CCCCC2)c1C1CCN(C(=O)OC(C)(C)C)CC1,104,-0.4
Cc1ccc(-c2onc(C)c2C)cc1S(=O)(=O)NCc1ccc(N(C)C)cc1,113,1.4
COC(=O)c1cc(OC)c(OC)cc1NCC(=O)Nc1ccc(C)cc1,98,-0.5
CCc1n[nH]c(=O)c2cc3cc(OC)ccc3n12,99,-1.1
CCC12CN3CC(C)(CN(C1)C3c1c[nH]c3ccccc13)C2=O (stereo unspecified),110,0.8
O=c1oc(-c2cccnc2)nc2sc3c(c12)CCCCC3,105,0.2
CC1(C)Cc2c(c(N3CCOCC3)nc3sc4c(ncn5c(SCC(=O)NCc6ccco6)nnc45)c23)CO1,101,0.5
CCC(Sc1nnc2c3ccccc3n(CC)c2n1)C(=O)NC(C)c1ccccc1 (stereo unspecified),101,-0.1
O=C(Nc1ccccc1)Nc1cccc(Cl)c1,100,0.3
Cc1ccccc1-c1noc(-c2ccccc2C)n1,100,-0.3
Cc1nn(CCCC(=O)NCc2cccc(Cl)c2)c(=O)c2c1sc1ccccc12,112,0.2
CCc1ccc(Nc2ncnc3c2cnn3C)cc1,100,-0.3
CCOC(=O)C1CCN(C(c2ccc(SC)cc2)c2c(O)cc(C)n(Cc3ccco3)c2=O)CC1 (stereo unspecified),105,-0.6
Cc1cccc(C)c1OCC(=O)N(Cc1ccccc1F)C1CCS(=O)(=O)C1 (stereo unspecified),101,-1.4
O=C(CC1(O)C(=O)Nc2ccccc21)CC1(O)C(=O)Nc2ccccc21 (stereo unspecified),104,0.6
CCc1ccc(Sc2cc(C(=O)O)c3ccccc3n2)cc1,111,0.6
O=S(=O)(c1cccc(C(F)(F)F)c1)N1CCCN(CCc2ccccc2)CC1,101,-0.2
O=S(=O)(c1ccsc1)c1ccsc1,105,0.2
COc1ccc(Cl)cc1S(=O)(=O)N(C)CC(N)=O,100,-1
COc1ccccc1NC(=O)CSCC(N)=O,102,0.4
C1CNCCN1,98,-0.7
COc1ccc(CSC2=NCN(C3CC(C)CC(C)(C)C3)CN2)cc1 (stereo unspecified),106,0.4
Cc1ccc(CSc2nnc(-n3c(=O)c(C#N)cc4c(=O)n5cc(C)ccc5nc43)s2)cc1,105,-0.3
Cc1[nH]c2ccccc2c(=O)c1Br,102,0.7
COc1cc(N=CC2=C(O)c3ccccc3C2=O)cc(OC)c1,102,0.2
CC(/C=C/c1ccco1)=N\NC(=O)Cc1cccc2ccccc12,103,1
CCOc1cc(C2C(C(=O)OC)=C(C)NC3=C2C(=O)c2ccccc23)cc(Br)c1OCC (stereo unspecified),106,0.5
O=c1c2ccccc2nc(SC(F)F)n1-c1ccccc1,100,0
O=C(/C=C/c1ccc(S(=O)(=O)N2CCCCCC2)cc1)N1CCN(C(=O)c2ccccc2)CC1,99,-0.4
O=C(CC(NCc1ccco1)C(=O)O)Nc1cccc(Cl)c1 (stereo unspecified),104,0.5
COC(=O)c1c(-c2c(Cl)cccc2Cl)noc1C(=O)N/N=C/c1ccccn1,103,0.4
C=CCN1C(=O)N(c2ccccc2)C(=O)C1CC(=O)Nc1ccc(CC)cc1 (stereo unspecified),102,-0.2
O=C1COc2ccc(-c3cc(-c4ccc(F)cc4)c4c(n3)-c3cc(Cl)ccc3OC4)cc2N1,106,0.3
CCOc1ccc2[nH]c(=O)c(C(c3nnnn3CCOC)N3CCc4ccccc43)cc2c1 (stereo unspecified),103,0
Cc1cc(NC(=O)c2ccc(COc3ccc(Cl)c(C)c3)o2)no1,103,0.4

# Continued:
structure,Polio RdRp inh,Polio RdRp inh FP z-score
CC(C)N(C(=O)C[n+]1cccc(/C=N/O)c1)C(C)C,101,0.2
S=c1[nH]c2cc(Cl)c3cccnc3c2o1,101,-0.4
COc1cccc(NC(=O)c2cnccc2C(F)(F)F)c1,105,0.2
O=C(CN1CCCCCCC1)N/N=C/c1cccs1,103,0.7
CCOC(=O)N1CCN(Cc2nnc(-c3cccc(Br)c3)o2)CC1,104,0.5
O=c1ccc(-c2nc3ccccc3[nH]2)n[nH]1,101,-0.3
Cc1ccc(NS(=O)(=O)c2cc(-c3cc(C)no3)ccc2C)nc1,98,-2.2
O=C(CSc1nnc(Cc2cc(=O)[nH]c(=O)[nH]2)n1-c1ccccc1)NCc1ccco1,99,-0.9
CCc1nc(SC)c(C#N)c2c1CCCC2,103,-0.1
Cc1ccc(OCC(=O)Nc2ccc3nc(SCC(N)=O)sc3c2)cc1,109,0.5
O=C(NCC1CCCO1)C1c2ccccc2C(=O)N1C1CCCCCC1 (stereo unspecified),99,-2.2
O=C(Nc1ccc(Cl)c(Cl)c1)N1CCC(O)CC1,112,1
C=CCNc1nnc(SCC(=O)N2CCC(C(N)=O)CC2)s1,100,-0.6
CCc1cccc(NC(=O)Cn2c(=O)n(CCCCCC(=O)NCc3ccc(F)cc3)c(=O)c3sccc32)c1,102,-0.7
COc1ccc2c(c1)[C@@]1(C)CCC[C@](C)(CO)C1CC2 (stereo partly specified),105,0.2
N#CC(C#N)=CN1CCC(C(=O)c2ccccc2)CC1,105,1.2
Cc1cc(NC(=O)CSC2=NN3CCCC(=O)N=C3S2)no1,98,-0.7
COc1ccccc1CNC(=O)C1CCCN(c2nc3ccccc3n3cccc23)C1 (stereo unspecified),107,0.1
CCN(c1cccc(C)c1)S(=O)(=O)c1ccc2[nH]cc(C(=O)NCCc3ccccc3)c(=O)c2c1,101,-0.6
COC(=O)c1cccc(OCC(O)CNC2CCN(Cc3ccccc3)CC2)c1 (stereo unspecified),98,-0.7

# The final five records of the part before open the next one.
# Value order: Polio RdRp inh	Polio RdRp inh FP z-score
- N#CC(C#N)=CN1CCC(C(=O)c2ccccc2)CC1
  105	1.2
- Cc1cc(NC(=O)CSC2=NN3CCCC(=O)N=C3S2)no1
  98	-0.7
- COc1ccccc1CNC(=O)C1CCCN(c2nc3ccccc3n3cccc23)C1 (stereo unspecified)
  107	0.1
- CCN(c1cccc(C)c1)S(=O)(=O)c1ccc2[nH]cc(C(=O)NCCc3ccccc3)c(=O)c2c1
  101	-0.6
- COC(=O)c1cccc(OCC(O)CNC2CCN(Cc3ccccc3)CC2)c1 (stereo unspecified)
  98	-0.7
- O=C(NC(=O)c1ccccc1)Nc1ccccc1
  103	0
- COc1ccc(C(=O)ON=C2CSC(C)SC2)cc1 (stereo unspecified)
  102	0.1
- CC(C)COC(=O)/C=C/c1ccccc1
  98	-0.8
- COCn1c(=O)[nH]c2ccccc21
  102	0.2
- CC(C)/C=C1\CC/C(=C\c2ccccn2)C1=O
  98	-0.4
- Cc1ccc(/C=C2/Sc3ccc(C(=O)NCCN4CCOCC4)cc3NC2=O)cc1
  100	-1
- O=C(O)c1ccc(-n2cnc3ccccc32)cc1
  100	-0.1
- Cc1ccc(C=Nc2ccccc2Br)o1
  103	0.7
- CCOC(=O)/C=C1\SCC(=O)N1Cc1nc(N)nc(Nc2ccccc2C)n1
  107	0.8
- COC(=O)c1ccccc1Oc1ccccc1OC
  100	-0.9
- CCOc1ccc(-n2c(=O)c3c(C)c(C(=O)N(C)C)sc3n(CC(=O)Nc3c(C)cc(C)cc3C)c2=O)cc1
  98	-1.8
- CC1CCN(C(=O)COC(=O)c2ccccc2C(=O)c2ccccc2)CC1
  105	1.5
- CCOC(=O)CSc1nc2ccccc2n2c(C)nnc12
  104	-0.5
- CCN(CC)c1nc(=S)nc(NC(C)(C)C)[nH]1
  100	-0.3
- COc1ccc(N2CCN(CCN)CC2)cc1
  101	-0.2
- CCOC(=O)c1cccc(C(=O)OCC)n1
  103	0.5
- CC(=O)N1c2ccccc2C(=O)C1Sc1nc(C)cc(C)n1 (stereo unspecified)
  104	0.5
- Cc1ccc(C(=O)CSc2nc(C)cc(C)c2C#N)cc1
  101	-0.1
- CN(C)c1ccc(Nc2ncnc3sc4c(c23)CCCC4)cc1
  110	0.6
- Cc1ccc(-c2csc(=Nc3ccc(F)cc3)n2Cc2ccc3c(c2)OCO3)cc1C
  99	-1.2

# Overlap with the part before: 6 compounds, followed by the next part.
# Value order: Polio RdRp inh	Polio RdRp inh FP z-score
- COc1ccc(N2CCN(CCN)CC2)cc1
  101	-0.2
- CCOC(=O)c1cccc(C(=O)OCC)n1
  103	0.5
- CC(=O)N1c2ccccc2C(=O)C1Sc1nc(C)cc(C)n1 (stereo unspecified)
  104	0.5
- Cc1ccc(C(=O)CSc2nc(C)cc(C)c2C#N)cc1
  101	-0.1
- CN(C)c1ccc(Nc2ncnc3sc4c(c23)CCCC4)cc1
  110	0.6
- Cc1ccc(-c2csc(=Nc3ccc(F)cc3)n2Cc2ccc3c(c2)OCO3)cc1C
  99	-1.2
- NC(=O)CC1C(=O)N(c2ccc(Cl)cc2)C(=S)N1Cc1cccnc1 (stereo unspecified)
  99	-0.8
- O=C(Nc1ccc(-c2nc3ccccc3c(=O)o2)cc1)C1CC1
  100	-0.1
- O=S(=O)(NCCO)c1cccc2cccnc12
  101	-0.1
- COc1cccc(CNC(=O)c2[nH]c3cc(C)ccc3c2Sc2ccccc2)c1
  107	0
- O=C(O)CCNC(=O)C(c1ccccc1)c1ccccc1
  104	0.5
- CCN(CC)C(=O)C(c1ccccc1)n1nnc(-c2ccc(Br)cc2)n1 (stereo unspecified)
  105	0.3
- CCSc1nnc(C2CCN(Cc3ccncc3)CC2)n1C
  100	-0.6
- CN(C)CCC(=O)c1ccc(Br)cc1
  102	0.1
- c1ccc(CN2CCC(c3nc4ccccc4[nH]3)CC2)cc1
  106	1.3
- CC(C)CCn1c(=O)c2sccc2n2c(CCCC(=O)Nc3ccc(F)c(Cl)c3)nnc12
  108	-0.8
- O=C(O)CN1C(=O)CCC1=O
  102	0.1
- N#CC(C#N)=Cc1cn(CCOc2ccc3c(c2)OCO3)c2ccccc12
  103	0.3
- CCOC(=O)c1c(NCC(=O)N2CCOCC2)sc2c1CC(C)(C)NC2(C)C
  105	-0.2
- Cc1c(C(=O)Nc2cccc(F)c2)sc2nc(-c3cc4ccccc4oc3=O)[nH]c(=O)c12
  64*	-7.9*
- O=C1CCCC2=C1C(c1ccc3c(c1)OCO3)c1c(ccc3ncccc13)N2 (stereo unspecified)
  100	-0.1
- COc1ccc(CCn2c(SCc3cc(C)on3)nc3sc4c(c3c2=O)CCCC4)cc1OC
  114	2.3
- Cc1ccc(C)c(SC(C(=O)NC(N)=O)C(C)C)c1 (stereo unspecified)
  101	-0.3
- Cc1sc(NC(=O)c2ccco2)c(C(c2cccnc2)N2CCCC2)c1C (stereo unspecified)
  104	0.6
- O=C(NCC(c1ccc2c(c1)OCO2)N1CCOCC1)c1c(F)cccc1F (stereo unspecified)
  99	-2
- COc1ccc(/C=C2\SC(=O)N(CCNC(=O)c3nn(C)c(=O)c4ccccc34)C2=O)cc1
  105	0.3
- O=C(c1cc2ccccc2cc1OCc1nnc(-c2cccs2)o1)N1CCOCC1
  99	-0.7
- CNC(=O)CN1C(=O)c2cccnc2Sc2ccccc21
  103	-0.6
- COc1ccc(OC)c(NC(=O)c2oc3ccccc3c2NC(=O)CC(C)(C)C)c1
  101	-0.2
- CCn1c(SCc2ccccc2OC)nc2cc(S(N)(=O)=O)ccc21
  103	0
